# Tn6 DDE FP = disrupts Tn6 cyclic peptide binding to fibrin D-Dimer-E complex; 0.21% of 370,000 active; inhibition, % at 8.3 µM; Fibrin DD(E) TRITC-Tn6 fluorescence polarization displacement; P02675;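 active = inhibition above a per-campaign cutoff: mean of compounds within control limits plus 3 SD, cut at about 15% in these data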;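 also: 0% = median of all compound wells on the plate and 100% = blocking peptide control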
# Target sequence (P02675 whole entry, looked up): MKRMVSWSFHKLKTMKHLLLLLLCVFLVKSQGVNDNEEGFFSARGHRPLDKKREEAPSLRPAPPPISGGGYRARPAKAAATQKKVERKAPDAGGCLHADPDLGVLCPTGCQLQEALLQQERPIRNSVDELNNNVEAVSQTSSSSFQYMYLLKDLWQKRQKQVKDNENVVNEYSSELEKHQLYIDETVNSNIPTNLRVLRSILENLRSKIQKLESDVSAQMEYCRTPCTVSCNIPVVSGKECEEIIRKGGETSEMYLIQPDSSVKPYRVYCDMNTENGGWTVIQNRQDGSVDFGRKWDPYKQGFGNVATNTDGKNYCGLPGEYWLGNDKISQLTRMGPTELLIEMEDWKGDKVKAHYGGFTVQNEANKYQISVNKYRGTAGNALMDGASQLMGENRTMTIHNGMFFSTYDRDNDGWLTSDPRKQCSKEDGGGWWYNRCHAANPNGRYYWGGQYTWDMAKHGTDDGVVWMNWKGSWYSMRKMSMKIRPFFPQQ
# Tn7 DDE FP = DD(E)-Tn7 binding inhibition, primary FP screen. P02675. FP displacement of FITC-Tn7 peptide from fibrin DD(E); 0% = median of compound wells per plate. inhibition, % at 8.3 µM. 0.13% of 370,000 active. AID 720508;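 active = inhibition above the mean of compounds falling within the control limits plus 3 SD of them, cut at about 14% in these data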;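 also: 0% = plate median of compound wells and 100% = 10 µM Aha-Tn7 peptide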
#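 Also added: labelled Tn7 tracer, 0.1 µM; Assay system: human fibrin DD(E) protein; Amount: 2 µM fibrin DD(E); Schedule: 10 min compound pre-incubation, 3 h probe incubation at room temperature; Repeats: one replicate per compound; Read-out basis: percent inhibition; Measured by: fluorescence polarization of the labelled Tn7 tracer.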
# ADAM10 inh = ADAM10 inhibition, QFRET primary screen; O14672; inhibition, % at 7 µM; recombinant ADAM10, EDANS/DABCYL FRET peptide cleavage, 3 h; 0.62% of 370,000 active;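 active = inhibition above a per-campaign cutoff equal to the mean of compounds falling between control-based bounds plus 3 SD, cut at about 20% in these data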;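 also: 0% = DMSO wells while the 100% control is not disclosed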
# proKLK7 act = activators of human kallikrein-7 zymogen; P49862; purified proKLK7, EDANS-DABCYL substrate fluorescence; 100% is mature enzyme control, 0% vehicle; activation, % at 7 µM; 0.9% of 370,000 active;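 active = activation above the mean of all tested compounds plus 3 SD, computed per campaign excluding outliers beyond control limits, cut at about 13% in these data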
# Target sequence (P49862 whole entry, looked up): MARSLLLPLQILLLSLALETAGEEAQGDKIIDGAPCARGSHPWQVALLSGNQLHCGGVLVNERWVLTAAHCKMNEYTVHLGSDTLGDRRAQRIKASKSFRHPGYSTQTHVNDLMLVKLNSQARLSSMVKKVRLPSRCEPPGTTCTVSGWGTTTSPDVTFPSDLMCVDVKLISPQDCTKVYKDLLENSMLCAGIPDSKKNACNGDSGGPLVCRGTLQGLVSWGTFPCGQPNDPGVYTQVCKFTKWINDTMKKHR
# ADAM17 inh = inhibitors of human ADAM17 | P78536 | recombinant ADAM17, EDANS/DABCYL FRET peptide cleavage | inhibition, % at 6.95 µM | 0.83% of 370,000 active | AID 720648;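 active = inhibition above the mean of compounds lying between control limits plus 3 SD, set per campaign, cut at about 8.5% in these data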;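 also: 0% = DMSO-only wells as the low control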
# ASAP1 inh = blocks human ASAP1-stimulated Arf1 GTP hydrolysis. Q9ULH1. GDP FP detection. inhibition, % at 16.5 µM. 0.19% of 360,000 active. AID 624377; in the data active = inhibition above about 25%;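 also: 0% = vehicle with enzyme and substrate and 100% = no enzyme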
# TDP2 absorb = TDP2 (human) inhibition, absorbance primary screen; recombinant TDP2, T5PNP hydrolysis, p-nitrophenol absorbance 415 nm; 0.34% of 370,000 active; inhibition, % at 12.8 µM; O95551;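 active = inhibition above the mean of all tested compounds plus 3 SD, set per campaign, cut at about 25% in these data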;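 also: 0% = DMSO with enzyme and 100% = buffer with substrate but no TDP2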
#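 System: recombinant human TDP2 / Amount: 120 nM TDP2 per well / Also added: 5 mM T5PNP chromogenic substrate / Doses: 12.8 µM single point, 1% DMSO / Incubation: 2 h at 37 °C / Detection: p-Nitrophenol epi absorbance / Evaluation: % inhibition relative to enzyme-containing and enzyme-free wells / Repeats: singlicate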
# PLCg1 inh = blocks human PLC-gamma1 enzyme activity; purified PLC-gamma1, fluorogenic substrate, fluorescence; P19174; 0.84% of 370,000 active; inhibition, % at 12.2 µM; in the data active = inhibition above about 9.5%
# ARFGAP1 inhibitor = rat ARFGAP1 inhibition. inhibition, % at 16.5 µM. Arfgap1-stimulated ARF1 GTP hydrolysis, GDP FP detection. Q62848. 0.26% of 360,000 active;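 active = inhibition above a per-plate limit, mean inhibition of low control wells plus 3 SD, cut at about 25% in these data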;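 also: 0% = DMSO wells with enzyme and 100% = wells lacking Arfgap1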
# Target sequence (Q62848 1-136 limits assumed): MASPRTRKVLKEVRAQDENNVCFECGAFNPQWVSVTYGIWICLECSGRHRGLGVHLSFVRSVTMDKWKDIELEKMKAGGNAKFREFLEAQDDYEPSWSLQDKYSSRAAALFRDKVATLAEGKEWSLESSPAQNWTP
#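 Replicates: Single well per compound | Assay system: Truncated rat Arfgap1 GAP domain | Control set: No-Arfgap1 wells (100%) versus DMSO full-reaction wells (0%) | Times: Enzyme reaction 120 min at 25 °C after 20 min preincubation | Reagent: Human ARF1(Δ1-17)-GTP substrate | Measured by: Tracer-displacement fluorescence polarization with EDTA stop, 620/688 nm | Measure: Percent inhibition of Arfgap1-stimulated GTP hydrolysis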
# LEDGF integ inh = blocks HIV-1 LEDGF/p75-dependent DNA integration; inhibition, % at 3.7 µM; TR-FRET IN-LEDGF/p75 DNA integration, Eu/Cy5; 0.64% of 370,000 active;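 active = inhibition above the screen-wide mean plus 3 SD, cut at about 13% in these data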;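 also: signal is the Cy5 over europium emission ratio at 671 and 618 nm; 0% = plate median of compound wells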
# * marks the source's active call; other numbers are inactive results; nt = no result given.
SMILES,Tn6 DDE FP,Tn7 DDE FP,ADAM10 inh,proKLK7 act,ADAM17 inh,ASAP1 inh,TDP2 absorb,PLCg1 inh,ARFGAP1 inhibitor,LEDGF integ inh
Cc1ccc(S(=O)(=O)/N=C(\c2ccc(F)cc2)n2c(C)nc3ccccc32)cc1,6,8,-6,-0.2,-5,-3,0,3,1,3
O=C1CC(N2CCN(c3nc4ccccc4s3)CC2)C(=O)N1Cc1cccs1 (centres undefined),8,2,2,-0.3,0,-9,1,3,0,-5
COc1ccc(/C=C/C(=O)OCC(=O)Nc2ccc(Cl)c(S(=O)(=O)N(C)C)c2)cc1OC,-4,0,-66,-2.1,-20,1,6,-38,8,-1
CCNC(=O)c1cccc(NC(=O)CN2C(=O)NC3(CCCCC3)C2=O)c1,-3,2,-4,0.3,2,-6,15,0,-9,4
COc1ccc(C(=O)Nc2cc3c(oc2=O)CCCC3=O)cc1,-2,-5,1,0.2,-1,12,-4,0,11,2
CNc1cncc(-c2ccc(O)cc2C)n1,2,4,-212,2.8,-58,-7,-3,-37,-8,-4
CCC1=C(OC(=O)N(CC)CC)N2C(=O)OC(=NCCc3c[nH]c4ccccc34)[C@]2(Cc2ccccc2)[C@H]2C1=CC[C@H]1C(=O)N(CC(=O)OC)C(=O)[C@H]12,-5,1,10,0.6,5,-3,0,-1,8,-1
N#CCCn1nnc2ccccc21,4,-2,0,-0.1,3,-1,5,1,6,-3
O=C(NNC(=O)C1C2CCCCC21)c1coc(=O)c(Br)c1 (centres undefined),0,-5,-211,-5.5,-82,-4,-7,-72,1,2
COc1ccc(CNC(=O)CN(Cc2ccccc2Cl)C(=O)c2csnn2)cc1,1,2,-3,-0.1,-1,-2,-1,5,12,-7
CCN1CCN(c2cc(C)c3cc(NC(=O)CCC(=O)N4CCN(c5ccccc5)CC4)ccc3n2)CC1,5,-2,-191,-0.2,-64,-8,4,-15,0,0
COc1ccc(OC)c(S(=O)(=O)N2CCCCC2C(=O)N2CCN(c3ccccc3F)CC2)c1 (centres undefined),-6,2,-4,0.0,-3,nt,0,-2,nt,-1
CC1NC(=O)c2cc3ccccc3cc2-n2c1nc1ccccc1c2=O (centres undefined),2,4,-15,-0.5,-1,16,-2,-2,-1,-6
COc1ccc([C@@H](OC)[C@@]2(Cc3ccc(O)cc3)N=C(N)N(C)C2=O)cc1,-2,11,2,-0.6,-2,4,-3,2,-4,0
O=C1N[C@H](Cc2ccccc2)COC(=O)[C@H](Cc2ccc(F)cc2)C/C=C\C[C@@H]1CC(=O)N(CCO)Cc1ccccc1,13,0,5,0.6,1,-3,5,0,8,-1
COc1cc(C)ccc1OCCOCCOc1ccc([N+](=O)[O-])cc1,-2,0,7,-0.2,4,-9,2,-1,1,1
Cn1ccc(C(=O)OCC(=O)Nc2ccccc2Cl)n1,-7,2,-6,-0.7,-4,-10,-8,-5,-6,-4
CCOc1ccc(-c2nnn(CC(=O)Nc3cccc(OC)c3)n2)cc1OCC,-2,0,9,0.5,3,-5,2,2,10,1
O=C(C[n+]1cccc2ccccc21)c1ccc([N+](=O)[O-])cc1,-1,-4,-25,-0.1,-2,3,-5,-2,-9,0
Cc1ccccc1N/C(SCc1cccc(Br)c1)=C(/C#N)C(N)=O,3,4,10,-0.4,2,5,-13,1,2,2
Cc1cc(C)cc(SCc2noc(C(=O)NCCN(C)C)c2C(=O)NCCN(C)C)c1,-2,-2,5,-0.1,-4,-1,4,3,4,-1
Cc1ccc(CNS(=O)(=O)c2ccc3c(c2)NC(=O)CO3)cc1,10,-4,-1,-0.8,-4,-4,8,-1,3,-4
COC(=O)CC(=O)CC(NS(=O)(=O)c1ccc(C)cc1)c1ccccc1 (centres undefined),8,2,3,0.0,2,2,-1,3,0,-1
Cc1cc(S(=O)(=O)Nc2ccc3c(c2)COC3=O)ccc1F,-1,-9,-1,0.4,2,8,-23,-6,2,5
CCOC(=O)C1(CCCc2ccccc2)CCN(C(=O)c2cnc(C)cn2)CC1,4,6,-2,0.0,0,11,4,-55,-2,3

# (continued)
SMILES,Tn6 DDE FP,Tn7 DDE FP,ADAM10 inh,proKLK7 act,ADAM17 inh,ASAP1 inh,TDP2 absorb,PLCg1 inh,ARFGAP1 inhibitor,LEDGF integ inh
O=C(NCc1nc(-c2ccccc2)no1)c1ccc2c(c1)OCO2,-2,4,8,-0.7,2,-13,-4,-2,-11,2
CCCc1cc(C(=O)N2CCCC(N3CCN(c4ccc(F)cc4)CC3)C2)no1 (centres undefined),-7,-4,-8,-0.3,2,3,-4,1,5,-1
COc1cc(C2C=C(C34CC5CC(CC(C5)C3)C4)NC(=S)N2)cc(OC)c1OC (centres undefined),-2,6,-11,-0.3,-3,-9,-8,2,-16,1
CCc1cc(C(=O)NNC(=S)Nc2ccccc2C)cs1,6,4,12,0.6,1,4,-10,2,8,3
COc1cc(C(=O)NC2(C(F)(F)F)NC(=O)N(CCCc3ccccc3)C2=O)cc(OC)c1OC (centres undefined),0,2,7,0.2,4,17,2,3,13,0
Cc1ccc(SCCNC(=O)c2ccc(C)c(S(=O)(=O)Nc3cccc(C)c3)c2)cc1,3,-1,27*,0.1,12*,4,-8,2,9,-4
CCCCCC[n+]1c(-c2ccc(Cl)cc2Cl)csc1Nc1ccccc1,3,3,7,-0.4,-3,16,4,-1,-3,-2
CC(C)(C#N)NC(=O)c1ccco1,0,4,-7,0.5,-3,-2,10,-2,5,2
O=C(Nc1ccc(S(=O)(=O)NCc2cccnc2)cc1)c1ccco1,-1,4,0,0.0,-4,-8,-12,-1,-19,-1
Cc1cc(C)n2nc(-c3ccc(Cl)cc3)cc2n1,-3,-4,-18,1.1,-9,4,-16,-56,2,3
CC(=O)c1nn(-c2cccc(C(F)(F)F)c2)c(=O)[nH]c1=O,6,10,3,0.2,-1,8,19,-1,-3,0
O=C(NCCN1CCC(n2c(=O)[nH]c3ccccc32)CC1)c1ccc(F)cc1F,-4,-10,-17,0.4,0,2,-1,1,-2,-1
Cc1nc2ccccc2c(=O)n1NC(=O)/C=C/c1ccccc1,-2,6,1,-0.8,-1,-10,-2,2,-7,0
CCOc1ccccc1NC(=O)C(=O)N/N=C/c1cc(Br)ccc1O,-4,0,-4,-0.6,-5,15,9,-18,-3,-1
COCCN(C(=O)CC1CCCC1)c1c(N)n(CC(C)C)c(=O)[nH]c1=O,-1,1,-5,0.3,1,1,-2,-2,-12,1
O=C(O)c1ccccc1CSC1=NCCS1,4,-3,8,0.1,2,1,-10,3,6,-1
O=c1c(Cl)c(N2CCOCC2)cnn1-c1nc2ccccc2[nH]1,8,-4,-14,2.3,-3,0,-9,-97,-4,-2
CCOC(=O)C1CN(S(C)(=O)=O)c2cc(CC(=O)OC)ccc2O1 (centres undefined),3,3,5,-0.2,-1,-10,-4,3,-6,0
CN=Cc1sc2ccccc2c1O,7,1,-33,-0.1,-13,3,-2,-11,4,-6
Cc1cc(NC(=O)CSCc2ccccc2C)no1,-1,-6,0,-0.6,2,23,-12,5,-1,3
COc1ccc(NC(=O)CN2C(=O)NC(C)(c3ccc4c(c3)OCO4)C2=O)cc1S(N)(=O)=O (centres undefined),5,-1,-17,0.3,-3,-2,0,1,-5,0
Cc1cccc(Cn2cc3c(=O)n(Cc4cccc(F)c4)nc-3c3ccccc32)c1,-13,-2,1,-0.6,1,14,14,0,4,-1
COc1ccccc1N(C)S(=O)(=O)c1ccc(C(=O)Nc2ccncc2)cc1,-3,-4,-1,0.2,-2,15,9,1,5,1
COc1cccc(-c2csc(N3CCN(C(=S)Nc4cccc(Cl)c4)CC3)n2)c1,9,0,-1,0.2,0,3,6,1,5,-1
Cc1nn(CCCC(=O)NCc2ccc(Cl)cc2)c(C)c1[N+](=O)[O-],1,0,2,0.2,-2,2,4,0,11,2

# Later entries
SMILES,Tn6 DDE FP,Tn7 DDE FP,ADAM10 inh,proKLK7 act,ADAM17 inh,ASAP1 inh,TDP2 absorb,PLCg1 inh,ARFGAP1 inhibitor,LEDGF integ inh
COc1ccc(S(=O)(=O)N2CCOC23CCN(S(=O)(=O)c2cccs2)CC3)cc1,-2,0,-5,0.3,2,-1,2,-3,16,1
CC(=O)c1c(C)[nH]c(C(=O)OCC(=O)NNC(=O)c2ccc([N+](=O)[O-])cc2)c1C,0,-1,3,0.7,-2,6,3,1,8,-1
CSc1ccc(CNCCN2CCOCC2)cc1,9,6,-2,-0.1,0,1,-6,1,-9,3
O=C1CCCC/C1=C/NCc1ccccc1,2,-2,-4,-0.6,0,-5,8,0,-6,1
C#CCOCCOCCOCCNc1nc(N2CCOCC2)nc(N2CCN(C(=O)[C@H]([C@@H](C)CC)n3cc([C@@H](N)CO)nn3)CC2)n1,1,-1,-3,0.0,-3,5,7,0,-1,0
COc1cccc(NC(=O)CN(C)C(=O)c2ccc(N3CCCCC3)c([N+](=O)[O-])c2)c1,-6,0,-2,0.3,1,25*,3,-8,7,-2
CCOC(=O)CNC(=O)CNC(=O)c1ccc(OC(C)C)cc1,-4,1,1,-0.2,-5,0,6,0,0,-2
Cc1ccc(S(=O)(=O)N2CCCN(S(=O)(=O)c3ccc4c(c3)OCCO4)CC2)cc1,8,-2,5,0.8,-1,-11,-2,4,-8,-7
CCN(CC)c1ccc(NC(=O)c2nc3nc(C)cc(C(F)F)n3n2)cc1,-3,1,-7,-0.4,0,1,-1,1,-6,-3
CCOc1ccc(C(=O)NCCCN(CC)CC)cc1,1,-2,2,0.0,0,6,6,4,7,5
CCCC(C)C(=O)Nc1ccc(NC(C)=O)cc1 (centres undefined),-2,3,11,0.2,-4,-9,-5,6,4,-2
CCC(c1nnnn1Cc1ccco1)N1CCC(C(N)=O)CC1 (centres undefined),4,-4,-2,-0.9,-2,4,0,2,2,1

# Pulled one by one from above, five records:
SMILES,Tn6 DDE FP,Tn7 DDE FP,ADAM10 inh,proKLK7 act,ADAM17 inh,ASAP1 inh,TDP2 absorb,PLCg1 inh,ARFGAP1 inhibitor,LEDGF integ inh
CCOC(=O)CNC(=O)CNC(=O)c1ccc(OC(C)C)cc1,-4,1,1,-0.2,-5,0,6,0,0,-2
O=C1CCCC/C1=C/NCc1ccccc1,2,-2,-4,-0.6,0,-5,8,0,-6,1
CSc1ccc(CNCCN2CCOCC2)cc1,9,6,-2,-0.1,0,1,-6,1,-9,3
COc1cccc(NC(=O)CN(C)C(=O)c2ccc(N3CCCCC3)c([N+](=O)[O-])c2)c1,-6,0,-2,0.3,1,25*,3,-8,7,-2
CC(=O)c1c(C)[nH]c(C(=O)OCC(=O)NNC(=O)c2ccc([N+](=O)[O-])cc2)c1C,0,-1,3,0.7,-2,6,3,1,8,-1

# Bioassay records as filed in PubChem.
